Gli-Sufu antag: Gli-Sufu pathway antagonists, primary screen, luciferase luminescence, Sufu-KO-LIGHT cells, uHTS; Sufu-KO-LIGHT fibroblasts, Gli luciferase reporter luminescence; inhibition, % at 5 µM; 340,000 tested, 0.74% active; AID 588413, 2011;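 active = inhibition above about 55%, limit read from the data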;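 also: 0% = DMSO-treated cells and 100% = wells with medium but no cells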
SENP8 block: SENP8 protease inhibitors, primary screen, biochemical, luminescence | Sentrin-specific protease 8 (Homo sapiens), Q96LD8 | purified SENP8, Z-RLRGG-aminoluciferin cleavage | inhibition, % at 10 µM | 330,000 tested, 1.2% active
HKDC1 inh: HKDC1 hexokinase inhibitors, primary screen, biochemical, fluorescence, uHTS; Q2TB90; recombinant HKDC1, G6PDH/diaphorase resazurin coupled fluorescence; inhibition, % at 20 µM; 340,000 tested, 0.16% active; AID 493160, 2011;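 active = inhibition above about 35% when tested at 20 µM, limit read from the data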;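 also: plate controls were DMSO wells with enzyme for no effect and DMSO wells lacking enzyme for full effect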
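Assay system – recombinant HKDC1 (HK5) hexokinase enzyme, produced in-house · Input – HKDC1 at 5 µg/mL · Reagent – glucose plus 1 mM ATP as hexokinase substrates · Timing – 90 min reaction incubation at room temperature, dark · Measured by – G6PDH/diaphorase-coupled fluorescence, 1 mM NADP, 100 µM resazurin, 525/613 nm · Benchmarks – DMSO-enzyme wells negative, buffer-substituted wells positive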
697 NFkB inh: inhibitors of PMA/ionomycin-induced NF-kB reporter, 697 cells, primary screen, B-cell NF-kB inhibitor project, cell-based, luminescence, uHTS; 697 B-cell NF-kB luciferase reporter, 16 h; inhibition, % at 4 µM; 330,000 tested, 0.33% active; AID 435022, 2010; in the data active = inhibition above about 35%
UBC13 inh: UBC13 polyubiquitin chain formation inhibitors, primary screen, biochemical, TR-FRET, uHTS | 330,000 tested, 0.47% active | inhibition, % at 20 µM; in the data active = inhibition above about 45%, passing the limit was not always enough
Jurkat NFkB inh: inhibitors of induced NF-kB luciferase reporter, primary screen, TCR NF-kB activation inhibitor project, cell-based, luminescence, uHTS; Jurkat, PMA/ionomycin-induced NF-kB luciferase reporter; inhibition, % at 4 µM; 330,000 tested, 0.53% active; AID 435003, 2010
SENP7 inh: SENP7 protease inhibitors, primary screen, biochemical, luminescence, uHTS. 330,000 tested, 1.5% active. recombinant SENP7, Z-RLRGG-aminoluciferin luminescence, 40 min. inhibition, % at 5 µM. Sentrin-specific protease 7 (Homo sapiens), Q9BQF6;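 active = inhibition above about 50% at the single test dose, limit read from the data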;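 also: plate controls were DMSO with enzyme for no effect and no enzyme buffer wells for full effect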
Apaf1 inhib: inhibitors of human Apaf-1 apoptosome, primary screen, biochemical, DEVD-Rh110 fluorescence, uHTS; 330,000 tested, 0.71% active; inhibition, % at 20 µM; AID 489030, 2010; reconstituted apoptosome caspase-3 activity; active = inhibition of at least 40% at 20 µM;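 also: plate controls were DMSO wells for no effect and DEVD-CHO caspase inhibitor wells for full effect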
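System: reconstituted apoptosome with Apaf-1, cytochrome c, caspase-9, procaspase-3, dATP; Signal: Rh110 fluorescence intensity; Schedule: 30 min compound preincubation, 50 min activation, room temperature; Reagent: cytochrome c trigger plus (Z-DEVD)2-Rh110 caspase-3 substrate.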
Starred values were filed as active, the others as inactive. Rule as the data show it, unless noted: active = inhibition above about 50%; inactive = the rest. Compounds as they come. About 3.6% of those tested had a hit in this group.

The first nine entries, ahead of the listing:
1: Cc1ccc(S(=O)(=O)NCCC(=O)NCCN2CCCCCC2)cc1
2: CCCS(=O)(=O)n1nc(-c2ccc(Br)cc2)cc1N
3: O=C(Nc1ccccc1C(F)(F)F)c1cc(-c2cccc(O)c2)on1
4: CCCCc1ccc(NC(=O)CSc2nnc(CNC(=O)c3ccco3)o2)cc1
5: COc1ccc(N2C(=O)CC(N3CCC(O)(c4cccc(C(F)(F)F)c4)CC3)C2=O)cc1 (centres undefined)
6: Cc1cccc(NC(=O)CSc2nc3c([nH]c4ccccc43)c(=O)n2C)c1
7: CC1(C)Cc2c(sc(NC(=O)COc3ccc(Cl)cc3)c2C#N)C(C)(C)N1
8: COc1cc(Cl)cc(NC(=O)CCN2CCN(C)CC2)c1
assay / compound	1	2	3	4	5	6	7	8
Gli-Sufu antag	1.5	-5.5	-10.6	9.9	-2.5	18.4	12.7	5.1
SENP7 inh	3.1	9.7	6.8	1.2	-7.3	-4.8	0.0	3.8
HKDC1 inh	-5.8	4.1	4.0	2.5	-5.0	-6.2	-3.2	-2.8
Jurkat NFkB inh	-3.9	-9.9	-65.6	7.8	-13.2	-3.0	-15.4	8.3
UBC13 inh	12.6	-0.7	-8.7	8.8	-15.6	-0.1	7.1	11.3
SENP8 block	2.5	-14.3	5.4	-8.7	-14.5	4.4	1.0	3.2
697 NFkB inh	0.5	0.1	-19.9	4.3	-49.2	-0.1	-12.7	26.3
Apaf1 inhib	-1.7	11.9	2.3	7.2	0.4	-1.0	6.9	-3.2

9: CCOC(=O)CNC(=O)C1Cc2ccccc2CN1S(=O)(=O)c1cccs1 (centres undefined)
assay / compound	9
Gli-Sufu antag	-6.1
SENP7 inh	6.3
HKDC1 inh	-12.4
Jurkat NFkB inh	-0.6
UBC13 inh	2.1
SENP8 block	6.8
697 NFkB inh	6.3
Apaf1 inhib	0.1

The listing (from the top)
1: Cc1ccc(S(=O)(=O)NCCC(=O)NCCN2CCCCCC2)cc1
2: CCCS(=O)(=O)n1nc(-c2ccc(Br)cc2)cc1N
3: O=C(Nc1ccccc1C(F)(F)F)c1cc(-c2cccc(O)c2)on1
4: CCCCc1ccc(NC(=O)CSc2nnc(CNC(=O)c3ccco3)o2)cc1
5: COc1ccc(N2C(=O)CC(N3CCC(O)(c4cccc(C(F)(F)F)c4)CC3)C2=O)cc1 (centres undefined)
6: Cc1cccc(NC(=O)CSc2nc3c([nH]c4ccccc43)c(=O)n2C)c1
assay / compound	1	2	3	4	5	6
Gli-Sufu antag	1.5	-5.5	-10.6	9.9	-2.5	18.4
SENP7 inh	3.1	9.7	6.8	1.2	-7.3	-4.8
HKDC1 inh	-5.8	4.1	4.0	2.5	-5.0	-6.2
Jurkat NFkB inh	-3.9	-9.9	-65.6	7.8	-13.2	-3.0
UBC13 inh	12.6	-0.7	-8.7	8.8	-15.6	-0.1
SENP8 block	2.5	-14.3	5.4	-8.7	-14.5	4.4
697 NFkB inh	0.5	0.1	-19.9	4.3	-49.2	-0.1
Apaf1 inhib	-1.7	11.9	2.3	7.2	0.4	-1.0

7: CC1(C)Cc2c(sc(NC(=O)COc3ccc(Cl)cc3)c2C#N)C(C)(C)N1
8: COc1cc(Cl)cc(NC(=O)CCN2CCN(C)CC2)c1
9: CCOC(=O)CNC(=O)C1Cc2ccccc2CN1S(=O)(=O)c1cccs1 (centres undefined)
10: Cc1cc(OCC(=O)c2ccc(Br)cc2)ccc1N1C(=O)CCC1=O
11: CCN(CC)CC(C)(C)COC(=O)c1oc2ccccc2c1C
12: CCOCCOC(=O)C(C)Sc1n[nH]c(=O)[nH]c1=O (centres undefined)
assay / compound	7	8	9	10	11	12
Gli-Sufu antag	12.7	5.1	-6.1	-1.1	-5.3	-3.0
SENP7 inh	0.0	3.8	6.3	0.2	1.0	8.0
HKDC1 inh	-3.2	-2.8	-12.4	-9.5	7.8	-10.3
Jurkat NFkB inh	-15.4	8.3	-0.6	-10.7	5.5	-2.9
UBC13 inh	7.1	11.3	2.1	-6.7	21.5	-5.4
SENP8 block	1.0	3.2	6.8	-3.3	-6.2	-1.7
697 NFkB inh	-12.7	26.3	6.3	12.6	11.1	1.6
Apaf1 inhib	6.9	-3.2	0.1	3.9	-20.7	1.7

13: CC(NC(=O)COc1ccccc1Cl)c1ccccc1 (centres undefined)
14: CC1CC1C(=O)OCC(=O)Nc1cc(S(=O)(=O)N2CCCCC2)ccc1Cl (centres undefined)
15: O=C(CCS(=O)(=O)c1ccc(Cl)cc1)OCC(=O)N1CCCCC1
16: O=C(O)Cc1ccc2sc(-c3ccccc3)nc2c1
17: Cc1cc(C)c(NC(=O)CN2CCCCCC2)c(C)c1
18: COc1ccc(/C=C/CN2CCN(Cc3cccc(OC)c3)C(CCO)C2)cc1 (centres undefined)
assay / compound	13	14	15	16	17	18
Gli-Sufu antag	33.6	0.5	9.8	0.8	-12.9	5.6
SENP7 inh	-0.1	-2.1	-8.2	90.7*	-4.1	9.5
HKDC1 inh	2.9	-4.5	-3.0	5.7	-2.9	-2.2
Jurkat NFkB inh	7.5	40.9	-3.6	-13.2	-47.6	-7.1
UBC13 inh	1.0	10.4	2.1	-8.1	-5.6	6.2
SENP8 block	-0.8	-1.1	-9.4	92.5*	-7.4	4.1
697 NFkB inh	5.0	8.6	-4.2	-16.3	-10.9	12.4
Apaf1 inhib	13.9	3.2	8.5	-4.6	12.5	2.0

19: COc1ccc(C2CC(C(F)(F)F)n3nc(C(=O)NCc4cn(C)nc4C)c(Cl)c3N2)cc1 (centres undefined)
20: CCC[n+]1c(C)sc2c3c(ccc21)CCCC3
21: COc1ccc(-c2cc3c(=O)n(CC(=O)NCCCN4CCC(N5CCCCC5)CC4)nc(C)n3n2)cc1
22: COc1ccc(C2=Nn3c(nnc3-c3ccccc3OC)SC2)cc1OCC1CC1
23: Cc1cc2c(=O)n(Cc3ccco3)c(SCC(=O)NCc3ccco3)nc2s1
24: Cc1ccc(C(=O)Nc2ccccc2C(=O)O)cc1S(=O)(=O)NC1CCCCC1
assay / compound	19	20	21	22	23	24
Gli-Sufu antag	28.3	3.7	-1.3	64.9*	3.2	-8.6
SENP7 inh	-8.0	-0.7	2.0	-7.3	7.1	-7.8
HKDC1 inh	7.1	3.4	-0.7	1.5	10.2	2.2
Jurkat NFkB inh	-3.0	-15.1	-36.5	-2.4	6.4	10.6
UBC13 inh	6.7	28.7	71.1*	9.6	-4.3	-13.7
SENP8 block	-10.8	1.1	3.7	-11.3	-5.5	1.3
697 NFkB inh	-37.8	11.1	-14.1	-75.3	-3.2	10.5
Apaf1 inhib	4.2	3.6	35.2	30.5	3.1	-11.8

25: COc1ccc(SCC(=O)c2cc(C)c(OC(=S)N(C)C)c(C)c2)cc1
26: COc1ccccc1NC(=O)COC(=O)C12CC3CC(CC(Cl)(C3)C1)C2
27: C/C=C(\C)C(=O)NCCN1C2=NC[C@H](Cc3ccc(O)cc3)N2C[C@@H]1Cc1ccc(OC)cc1
28: COc1ccc(S(=O)(=O)N2CCCC2CNC(=O)C(=O)NCc2ccccn2)cc1 (centres undefined)
29: COc1ccc2c(CCNC(=O)/C=C/c3ccc(OC)c(OC)c3)c[nH]c2c1
assay / compound	25	26	27	28	29
Gli-Sufu antag	3.8	-5.9	-5.5	-3.0	-33.3
SENP7 inh	-5.7	0.6	3.6	-15.5	-5.2
HKDC1 inh	7.8	6.0	-4.6	-2.4	-0.1
Jurkat NFkB inh	-28.8	1.4	-6.0	13.4	7.1
UBC13 inh	-5.6	41.4	19.0	-7.1	11.6
SENP8 block	-15.8	-3.6	-2.5	-2.3	-8.8
697 NFkB inh	-49.9	13.6	10.8	1.6	0.4
Apaf1 inhib	10.2	23.0	9.0	8.0	9.9

Source: PubChem BioAssay (Sanford-Burnham Center for Chemical Genomics)
